NRP1-CendR mod – alters CendR peptide binding to human NRP-1; O14786; FAM-RPARPAR peptide binding to NRP-1, fluorescence polarization; inhibition, % at 25 µM; 0.85% of 360,000 active; AID 602438;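 active = inhibition or corrected inhibition above about 18%, plus a signal ratio from 0.5 to 1.5, limit read from the data, passing the limit was not always enough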; also: strong numbers were not always called active
MsrA inh – inhibits bovine methionine sulfoxide reductase A. purified bovine MsrA, absorbance read-out. inhibition, % at 15.5 µM. 0.75% of 360,000 active; in the data active = inhibition above about 4.5%;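 also: 0% = vehicle wells with enzyme and 100% = reference inhibitor wells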
FAS-TE inh – inhibitors of human fatty acid synthase thioesterase domain. P49327. recombinant FAS-TE, OMFH fluorogenic substrate, fluorescence endpoint. inhibition, % at 15 µM. 0.67% of 360,000 active;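 active = compounds whose normalised, plate-corrected inhibition of enzyme fluorescence in the single-dose primary screen is 50% or more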;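 also: 0% = DMSO with enzyme and 100% = substrate without enzyme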
Target sequence (P49327 whole entry, looked up, the tested form may be a part): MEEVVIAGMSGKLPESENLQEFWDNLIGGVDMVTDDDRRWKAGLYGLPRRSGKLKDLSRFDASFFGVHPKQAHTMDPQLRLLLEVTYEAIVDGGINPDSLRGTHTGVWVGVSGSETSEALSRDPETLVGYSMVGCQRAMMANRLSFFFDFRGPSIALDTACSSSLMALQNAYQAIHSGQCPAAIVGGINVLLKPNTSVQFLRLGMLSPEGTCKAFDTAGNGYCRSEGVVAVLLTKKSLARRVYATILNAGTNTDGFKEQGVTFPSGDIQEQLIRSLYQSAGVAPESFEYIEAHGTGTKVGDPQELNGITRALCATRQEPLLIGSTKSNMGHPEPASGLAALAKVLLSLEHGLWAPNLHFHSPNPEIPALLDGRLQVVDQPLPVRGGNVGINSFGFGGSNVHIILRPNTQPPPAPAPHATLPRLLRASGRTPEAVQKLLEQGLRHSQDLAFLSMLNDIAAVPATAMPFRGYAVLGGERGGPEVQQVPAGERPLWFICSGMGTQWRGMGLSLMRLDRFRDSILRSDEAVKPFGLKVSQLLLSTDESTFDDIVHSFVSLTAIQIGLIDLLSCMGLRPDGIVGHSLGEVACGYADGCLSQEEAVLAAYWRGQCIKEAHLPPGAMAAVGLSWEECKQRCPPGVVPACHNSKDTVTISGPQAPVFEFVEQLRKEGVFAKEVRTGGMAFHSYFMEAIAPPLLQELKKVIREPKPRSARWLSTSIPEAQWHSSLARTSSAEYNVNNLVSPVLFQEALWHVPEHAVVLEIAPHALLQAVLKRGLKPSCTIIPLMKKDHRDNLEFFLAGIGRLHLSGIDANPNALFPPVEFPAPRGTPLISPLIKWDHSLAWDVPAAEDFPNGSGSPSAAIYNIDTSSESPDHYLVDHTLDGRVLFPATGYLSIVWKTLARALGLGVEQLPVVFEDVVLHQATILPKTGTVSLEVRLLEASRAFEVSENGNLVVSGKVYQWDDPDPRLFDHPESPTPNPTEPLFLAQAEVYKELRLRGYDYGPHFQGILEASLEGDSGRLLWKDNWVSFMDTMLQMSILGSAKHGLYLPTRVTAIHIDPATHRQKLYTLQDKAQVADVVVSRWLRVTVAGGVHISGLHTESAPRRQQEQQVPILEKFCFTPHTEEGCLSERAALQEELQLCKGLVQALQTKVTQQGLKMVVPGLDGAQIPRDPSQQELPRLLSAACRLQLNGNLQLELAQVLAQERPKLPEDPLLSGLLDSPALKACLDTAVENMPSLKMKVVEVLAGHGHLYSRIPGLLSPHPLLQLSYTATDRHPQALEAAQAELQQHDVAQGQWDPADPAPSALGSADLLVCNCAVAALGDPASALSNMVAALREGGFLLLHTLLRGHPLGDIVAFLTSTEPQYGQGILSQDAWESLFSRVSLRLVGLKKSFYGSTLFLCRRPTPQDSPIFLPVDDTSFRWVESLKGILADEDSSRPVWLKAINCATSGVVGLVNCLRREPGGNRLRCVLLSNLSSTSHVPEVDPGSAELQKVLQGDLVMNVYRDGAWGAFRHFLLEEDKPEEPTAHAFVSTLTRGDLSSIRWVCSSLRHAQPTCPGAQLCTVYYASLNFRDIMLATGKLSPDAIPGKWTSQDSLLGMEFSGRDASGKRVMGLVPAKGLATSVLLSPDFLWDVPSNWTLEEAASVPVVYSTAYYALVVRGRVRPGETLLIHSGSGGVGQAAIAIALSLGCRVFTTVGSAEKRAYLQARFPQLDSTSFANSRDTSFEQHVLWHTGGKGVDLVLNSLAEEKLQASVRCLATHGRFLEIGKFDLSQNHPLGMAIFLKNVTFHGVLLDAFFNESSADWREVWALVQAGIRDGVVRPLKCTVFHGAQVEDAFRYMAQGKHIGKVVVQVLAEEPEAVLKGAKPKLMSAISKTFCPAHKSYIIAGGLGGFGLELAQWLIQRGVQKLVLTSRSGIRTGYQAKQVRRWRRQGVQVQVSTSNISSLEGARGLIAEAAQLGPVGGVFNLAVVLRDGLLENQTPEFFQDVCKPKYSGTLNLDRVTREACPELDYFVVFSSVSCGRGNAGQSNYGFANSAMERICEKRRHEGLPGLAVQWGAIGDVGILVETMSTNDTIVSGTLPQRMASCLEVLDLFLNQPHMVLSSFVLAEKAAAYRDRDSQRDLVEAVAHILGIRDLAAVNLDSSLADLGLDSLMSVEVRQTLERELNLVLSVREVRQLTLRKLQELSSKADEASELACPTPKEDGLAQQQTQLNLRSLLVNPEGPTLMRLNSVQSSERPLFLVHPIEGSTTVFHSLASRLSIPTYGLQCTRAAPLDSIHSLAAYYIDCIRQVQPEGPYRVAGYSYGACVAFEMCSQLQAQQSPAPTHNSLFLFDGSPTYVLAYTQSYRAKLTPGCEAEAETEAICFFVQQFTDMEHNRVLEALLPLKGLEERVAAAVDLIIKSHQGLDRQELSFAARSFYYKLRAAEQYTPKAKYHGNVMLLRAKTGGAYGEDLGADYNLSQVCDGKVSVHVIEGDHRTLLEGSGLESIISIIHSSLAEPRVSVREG
E coli Lon inh – inhibits E. coli Lon protease; P0A9M0; purified E. coli Lon protease, fluorescence polarization; inhibition, % at 7.94 µM; 0.42% of 360,000 active; AID 602123; in the data active = inhibition above about 13%, passing the limit was not always enough;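 also: 0% = enzyme with probe and DMSO and 100% = no enzyme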
SKN-1 block – inhibitors of C. elegans SKN-1. C. elegans VP596 Pgst-4::GFP/RFP ratio, acrylamide-induced, 24 h. inhibition, % at 21.8 µM. 0.49% of 360,000 active. AID 624304;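 active = interference check ratio from 0.5 to 1.5 plus GFP to RFP signal ratio inhibition reaching or exceeding a fixed threshold, cut at about 30% in these data, passing the limit was not always enough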; also: some compounds called inactive have numbers as strong as hits
Neddyl block – inhibitors of human cullin neddylation; P61081+Q13564; TR-FRET cullin neddylation, biochemical; calls only at 25 µM; 0.58% of 360,000 active; in the data active = inhibition above about 36%
MT1-MMP act inh – inhibitors of human MT1-MMP activation. HT1080 RFP-PRO-GFP cells, GFP/RFP ratio fluorescence, overnight; percent of plate control window, DMSO zero. 0.061% of 360,000 active. GFP/RFP ratio change, % at 20 µM. AID 651647;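 active = GFP/RFP ratio change of at least 30% with cell ATP level not reduced by more than half and red fluorescence within 50% of control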; also: strong numbers were not always called active
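Assay system – RFP-PRO-GFP reporter HT1080 cells · Compound dosing – single dose of 20 µM compound, 1% DMSO final · Incubation – overnight compound exposure at 37 °C · Measure – GFP/RFP fluorescence ratio · Benchmarks – DMSO wells and RFP-L50D-GFP cells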
Rin1 Abl inh – inhibitors of human Rin1-Abl protein interaction. 0.4% of 360,000 active. inhibition, % at 7.35 µM. TR-FRET Rin1/Abl binding, biochemical; in the data active = inhibition above about 5%, passing the limit was not always enough
MsrA act – bovine methionine sulfoxide reductase A activation | AID 602163 | 0.3% of 360,000 active | activation, % at 10.6 µM | purified bovine MsrA, absorbance read-out; in the data active = activation above about 7.5%;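 also: 0% = vehicle and 100% = reference activator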
* hit, by the source's call; i = inactive; · = no result given.

| cpd | SMILES | MT1-MMP act inh | FAS-TE inh | E coli Lon inh | Neddyl block | NRP1-CendR mod | Rin1 Abl inh | MsrA act | MsrA inh | SKN-1 block |
| --- | --- | --- | --- | --- | --- | --- | --- | --- | --- | --- |
| 1 | Cc1cc(C)c2c(N)c(C(=O)NNC(=O)c3ccccc3)sc2n1 | -6.5 | -6.1 | -6.5 | · | 0.0 | -0.2 | -1.8 | 0.3 | 2.5 |
| 2 | O=C(Nc1ccc2c(c1)CCCN2C(=O)c1cccs1)c1c(F)cccc1F | 5.8 | -1.6 | -0.7 | i | -1.3 | -3.2 | -4.7 | 1.0 | 3.3 |
| 3 | COc1ccc(C(=O)/C=C/c2ccc(N(C)C)cc2)c(OC)c1 | -157.0 | 1.4 | -405.9 | i | 134.5 | -4.9 | -5.7 | 0.3 | -7.0 |
| 4 | COC(=O)C(C)Sc1nc2c(c(=O)[nH]c(=O)n2C)n1CCCc1ccccc1 (configuration not stated) | -0.6 | 1.8 | -3.8 | i | -1.9 | -0.5 | 1.0 | -0.9 | -12.0 |
| 5 | Cc1onc(-c2ccccc2)c1C(=O)Oc1cccnc1 | 2.2 | -0.9 | -1.5 | i | 0.0 | 0.4 | -3.0 | -0.3 | -5.8 |
| 6 | O=C1C2C(c3ccccc3)(C(=O)N1c1ccc(Cl)cc1)C2(c1ccccc1)c1ccccc1 (configuration not stated) | -6.3 | 59.7* | -11.3 | i | -3.4 | -1.6 | -1.4 | 0.8 | 7.7 |
| 7 | O=C(N/N=C/c1cccc(Br)c1)C1CC(=O)N(c2ccccc2)C1 (configuration not stated) | -0.6 | 3.0 | -7.0 | i | 8.9 | -1.7 | -2.6 | -1.0 | -5.9 |
| 8 | N#C/C=C1\Sc2ccccc2C(=O)N1CC(=O)N1CCN(S(=O)(=O)c2ccccc2)CC1 | -14.9 | 43.5 | -6.3 | i | -8.5 | 3.3 | 7.3 | -1.0 | -4.3 |
| 9 | Cc1c(C(=O)N2CCN(c3ncccn3)CC2)oc2ccc(Cl)cc12 | -1.3 | 11.2 | -11.8 | i | 5.9 | -1.1 | -6.4 | -0.6 | 4.7 |
| 10 | CC(=O)NC(c1ccc(F)c(F)c1)c1nc(-c2cccc(F)c2)cs1 (configuration not stated) | -0.5 | 21.8 | 0.4 | i | 7.4 | -2.9 | -2.2 | -0.9 | 11.2 |
| 11 | CS(=O)(=O)Oc1ccccc1/C=C1/N=C(c2ccc(F)cc2)OC1=O | 3.8 | -10.5 | -2.0 | i | -13.0 | 3.4 | -2.3 | -1.1 | 2.4 |
| 12 | O=C(Nc1cccnc1)c1cccc(S(=O)(=O)N2CCc3ccccc32)c1 | 1.0 | 1.0 | 9.7 | i | 3.9 | -1.2 | -2.2 | 0.4 | -17.6 |
| 13 | CCC(C)NC(=O)c1cn(CC)c2ccc(S(=O)(=O)N3CCCCC3)cc2c1=O (configuration not stated) | 1.0 | 2.0 | 4.1 | i | 10.4 | 1.2 | -0.5 | -0.2 | 11.7 |
| 14 | O=C(c1cnn(-c2ccccc2)c1)c1ccc2ccccc2c1O | 10.1 | 23.8 | -3.9 | i | -11.6 | -0.8 | -8.0 | 0.7 | -2.9 |
| 15 | CCCC(=O)Nc1cnc(NC(=O)c2cccc(F)c2)cc1C | -0.8 | -2.7 | -8.0 | i | -2.5 | 0.0 | -3.6 | 0.4 | -14.2 |
| 16 | O=C1C2C3C=CC(C3)C2C(=O)N1Cc1cccnc1 (configuration not stated) | -2.1 | -5.6 | 0.7 | i | 11.3 | 1.8 | -4.4 | 0.7 | -8.8 |
| 17 | CCOC(=O)C1CCN(c2ncnc3cc(OC)c(OC)cc23)CC1 | -1.6 | 0.5 | 1.2 | i | 2.2 | 0.4 | -7.0 | 0.3 | -4.6 |
| 18 | COC(=O)c1ccccc1NC(=O)C1CC(=O)N(c2ccc(OC)cc2)C1 (configuration not stated) | 1.5 | -2.3 | 6.3 | i | 1.4 | 5.6 | -0.4 | -0.6 | -1.0 |
| 19 | COc1ccc(NC(=O)CSc2nc(N)c3cc4c(nc3n2)CCCC4)c(OC)c1 | 3.8 | -4.5 | -4.3 | i | 2.4 | -3.8 | -11.8 | 0.8 | -4.0 |
| 20 | COc1cc2nc(SCC(N)=O)n(CCC3=CCCCC3)c(=O)c2cc1OC | 3.4 | -9.0 | -13.9 | i | -26.3 | 3.6 | 0.9 | 2.1 | 3.0 |
| 21 | Cc1ccc(F)cc1NC(=O)Nc1cc(C(C)(C)C)nn1C | 3.3 | -7.6 | -5.5 | i | -13.7 | 1.1 | -0.1 | 0.3 | 0.8 |
| 22 | COc1cc(OC)cc(-c2c(C#Cc3ccsc3)c3cc(Br)ccc3n2C)c1 | -0.5 | 38.7 | -2.1 | i | -11.4 | -1.8 | -1.4 | 0.5 | -2.9 |
| 23 | CCC1Oc2ccccc2N(CC(=O)NCCN2CCc3ccccc3C2)C1=O (configuration not stated) | 1.1 | -3.4 | 0.2 | i | -10.5 | 3.5 | 0.3 | -0.3 | 2.6 |
| 24 | O=C(COC(=O)/C=C/c1ccc2c(c1)OCO2)NC1CCS(=O)(=O)C1 (configuration not stated) | 0.4 | -3.8 | -7.4 | i | -4.3 | -3.1 | -5.8 | 2.7 | -5.1 |
| 25 | Cn1c(=O)c2c(n(Cc3ccccc3)c1=O)NC(=O)C2CC(=O)O (configuration not stated) | 2.8 | -5.6 | -1.2 | i | -7.2 | -5.3 | -1.7 | -0.7 | 6.6 |
| 26 | O=c1[nH]c2ccccc2n1C1CCN(CCOc2ccccc2)CC1 | -4.5 | -4.7 | -10.7 | i | -8.0 | -2.3 | -6.0 | 0.9 | -9.2 |
| 27 | CC1Cc2ccccc2N1C(=O)CSc1nncn1C (configuration not stated) | 4.6 | -7.6 | -6.8 | i | 7.1 | 3.5 | -4.0 | -0.6 | 8.6 |
| 28 | O=C(CCc1nc2ccccc2c(=O)[nH]1)NC1CCN(Cc2ccccc2)CC1 | 5.7 | -3.9 | -3.4 | i | 11.0 | -2.2 | -0.8 | 0.8 | 2.5 |
| 29 | COc1ccc(C)cc1NS(=O)(=O)c1cccc2nonc12 | 4.0 | -0.6 | -8.5 | i | 9.7 | 2.8 | -2.7 | 0.5 | -3.7 |
| 30 | CC(=O)C1=C(O)C(=O)N(c2ccc(O)cc2)C1c1ccccc1Cl (configuration not stated) | -1.1 | -2.4 | 6.4 | i | 2.7 | -5.6 | -2.6 | 4.2 | 27.9 |
| 31 | COc1ccccc1N(CC1CO1)S(=O)(=O)c1ccc(C)cc1 (configuration not stated) | -1.0 | -2.6 | -5.4 | i | -2.8 | 1.8 | -2.6 | -0.3 | 8.8 |
| 32 | CCN(CC)CCOC(=O)c1ccc(NC(=O)CCCN2C(=O)/C(=C/c3cccs3)SC2=S)cc1 | 0.2 | -1.1 | -24.1 | i | -28.4 | -10.7 | -7.5 | 0.2 | 17.8 |
| 33 | O=C(O)CC1=C(c2ccc(F)cc2)CCC1=O | 9.0 | -8.0 | -6.1 | i | -11.1 | -2.9 | -3.5 | 0.5 | -1.1 |
| 34 | CC(C)(C)CC(C)(C)NC(=O)c1ccc2snnc2c1 | 1.3 | 11.5 | 2.1 | i | 13.8 | -3.3 | -1.3 | 0.4 | -0.3 |
| 35 | COc1ccc(N(C)S(=O)(=O)c2ccc(C)cc2)c([N+](=O)[O-])c1 | 4.7 | 7.3 | -1.9 | i | 0.9 | 3.7 | -9.8 | 0.5 | 2.4 |
| 36 | CC1CCC(=NO)C(=NO)C1 (configuration not stated) | 2.0 | -13.0 | -2.5 | i | 0.6 | 4.0 | -2.8 | -0.6 | 20.2 |
| 37 | CCC(C)C(=O)Nc1nnc(SCC(=O)N2C(C)CCCC2C)s1 (configuration not stated) | -0.3 | -3.2 | 1.2 | i | -8.4 | 1.9 | -4.6 | -0.3 | 16.1 |
| 38 | O=[N+]([O-])c1ccc2nc(NS(=O)(=O)c3ccc(F)cc3)sc2c1 | -4.4 | 2.7 | -0.7 | i | 0.1 | 3.3 | -3.1 | 1.9 | 7.6 |
| 39 | Cn1c(=O)c2ccccc2n2c(=S)[nH]nc12 | 3.3 | -2.4 | -2.6 | i | 3.3 | 1.8 | 1.9 | -0.3 | 8.5 |
| 40 | O=C(/C=C/c1ccc(Cl)cc1)NCCN1CCOCC1 | 7.0 | -8.7 | 2.4 | i | 5.8 | -4.1 | 0.4 | -0.7 | 27.1 |
| 41 | Cc1n[nH]c(C)c1S(=O)(=O)N1CCN(c2ccccn2)CC1 | 4.5 | -5.7 | -2.8 | i | 4.9 | 3.0 | -5.5 | -1.0 | -9.1 |
| 42 | COc1ccc(-c2[nH]c(-c3ccc(SC)cc3)nc2SCC(=O)Nc2nccs2)cc1 | -0.5 | 3.4 | 5.3 | i | -105.7 | -0.3 | -4.9 | 2.6 | 8.5 |
| 43 | Cc1cc(C(=O)N/N=C/c2ccccc2)c(C)o1 | 3.9 | -4.7 | -2.7 | i | 0.9 | -1.6 | -3.6 | -1.5 | 1.5 |
| 44 | COc1ccc(NS(=O)(=O)c2cccc3nonc23)c(OC)c1 | 1.2 | -2.5 | 3.9 | i | -16.9 | -5.3 | -0.3 | 0.4 | 2.4 |
| 45 | CN1CCN(C(=O)C2=C[C@H](c3ccc(C(F)(F)F)cc3)C[C@H](OCc3ccc(CO)cc3)O2)CC1 | -4.9 | -4.7 | 0.6 | i | -4.8 | 2.3 | -2.1 | 1.0 | -7.4 |

Single records, from the list above. Screens in order: MT1-MMP act inh, FAS-TE inh, E coli Lon inh, Neddyl block, NRP1-CendR mod, Rin1 Abl inh, MsrA act, MsrA inh, SKN-1 block
COc1ccc(N(C)S(=O)(=O)c2ccc(C)cc2)c([N+](=O)[O-])c1 across the screens: 4.7, 7.3, -1.9, i, 0.9, 3.7, -9.8, 0.5, 2.4
CCN(CC)CCOC(=O)c1ccc(NC(=O)CCCN2C(=O)/C(=C/c3cccs3)SC2=S)cc1 across the screens: 0.2, -1.1, -24.1, i, -28.4, -10.7, -7.5, 0.2, 17.8
CC(C)(C)CC(C)(C)NC(=O)c1ccc2snnc2c1 across the screens: 1.3, 11.5, 2.1, i, 13.8, -3.3, -1.3, 0.4, -0.3

(listing goes on)
| cpd | SMILES | MT1-MMP act inh | FAS-TE inh | E coli Lon inh | Neddyl block | NRP1-CendR mod | Rin1 Abl inh | MsrA act | MsrA inh | SKN-1 block |
| --- | --- | --- | --- | --- | --- | --- | --- | --- | --- | --- |
| 46 | CCOC(=O)c1cc(S(=O)(=O)NCCc2ccccc2)cn1C | -0.6 | -0.4 | -1.0 | i | 3.4 | 4.0 | -6.8 | -0.3 | 0.1 |
| 47 | CCCCOC(=O)NC1CCS(=O)(=O)C1 (configuration not stated) | -8.7 | -2.9 | 7.0 | i | 5.3 | -1.3 | -13.2 | -1.4 | -12.0 |
| 48 | CCCc1cc(C(=O)Nc2sc(C(C)=O)c(C)c2C(=O)OCC)no1 | -0.4 | 2.6 | 0.2 | i | 2.9 | -1.1 | -0.8 | 2.0 | 7.4 |
| 49 | COc1ccc(C(=O)COC(=O)CCS(=O)(=O)c2ccc(C)cc2)c(OC)c1 | -2.6 | 12.1 | -6.3 | i | 2.4 | 0.5 | -2.7 | -1.0 | 2.0 |
| 50 | CC(=O)c1cc(C)ccc1OC(=O)c1ccco1 | 0.2 | 0.4 | 1.3 | i | 7.6 | -0.7 | -2.9 | 0.8 | 22.7 |
| 51 | CCC1CCCCN1CCCNC(=O)c1ccc(N2CCOCC2)c(NS(=O)(=O)c2ccc(OC)cc2)c1 (configuration not stated) | -0.7 | -4.3 | 2.7 | i | -1.3 | 2.0 | -0.2 | 0.0 | 19.0 |
| 52 | O=C1NC2(CCCCC2)C(=O)N1Cc1cccc(C(F)(F)F)c1 | 1.0 | -4.2 | 0.9 | i | -2.6 | -1.8 | -2.3 | 1.9 | 12.4 |
| 53 | CCCCn1c(SCc2ccccn2)nc2c1c(=O)n(C)c(=O)n2C | -1.8 | -3.0 | 3.5 | i | -3.6 | -1.5 | -3.2 | -1.1 | -17.1 |
| 54 | CC(C)Cc1nc2oc3c(=O)[nH]cnc3c2c2c1CCC2 | -0.9 | -3.6 | -2.9 | · | -15.1 | -1.9 | -9.4 | 1.1 | -5.7 |

Source: PubChem BioAssay

Compounds were not picked by outcome. Share with any hit: about 4.2%.
